FN deposition inh: fibronectin deposition inhibition | AH1F fibroblasts, Alexa488-fibronectin deposition fluorescence, overnight | inhibition, % at 12.6 µM | hit rate 0.086% among 350,000 | AID 743247;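 active = mean inhibition across replicates of 30% or more, regardless of how many single replicates reach that level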;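 also: positive control wells lacked labelled fibronectin entirely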
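Schedule: 1 h cell adhesion before compound, then overnight fibronectin incubation; test system: AH1F fibroblast monolayer depositing Alexa488-labelled fibronectin into matrix; quantity: 10000 AH1F cells per well; probe or stimulus: fluorescent fibronectin at 24 nM final; signal: fluorescence, ex 485 nm, em 525 nm; evaluation: percent inhibition as loss of matrix-bound fibronectin fluorescence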
miR-122 sensor: blocks miR-122 activity in Huh7 sensor cells | Huh7 miR-122 Renilla luciferase sensor, 48 h; neutral wells = 0, positive control = 100 | activation (reporter increase), % at 12.5 µM | hit rate 0.3% among 340,000;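 active = mean replicate activation score at least 90 and every replicate individually at or above 90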;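 also: higher luciferase means less miR-122 activity so hits act as miR-122 inhibitors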
PGC1a acetyl inh: lowers PGC1a acetylation signal in U2OS cells; AlphaScreen anti-acetyl-lysine; with virally co-expressed GCN5 acetyltransferase; inhibition, % at 15.6 µM; hit rate 0.17% among 350,000;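 active = every replicate shows inhibition of at least 40%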;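 also: 0% = neutral control wells and 100% = positive control wells; some results beyond the cut were filed as inactive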
CFTR F508del cor: correctors of CFTR F508del function in bronchial epithelial cells | activity (quench increase), % at 7.58 µM | CFBE cells, YFP halide quenching; stimulated with forskolin plus potentiator P3; % fluorescence drop versus neutral controls | hit rate 0.36% among 350,000;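 active = mean added fluorescence quench of at least 8% versus neutral control, with both replicates also reaching 8%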;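 also: cells transiently co-express mutant CFTR-F508del with the halide-sensitive YFP; corrector assay measuring rescue of mutant channel to the surface after 24 h compound exposure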
PglD DTNB: PglD (C. jejuni) enzyme inhibition. purified PglD enzyme, DTNB colorimetric CoA detection. inhibition, % at 12.5 µM. hit rate 0.098% among 360,000; in the data active = inhibition above about 16%, passing the limit was not always enough; also: strong numbers were not always called active
GSIS activator: GLuc luminescence reporter in INS-1E cells, primary screen for activators of glucose-dependent secretion of insulin; INS-1E GLuc reporter insulin secretion, 2-3 h; activation, % at 16.6 µM; hit rate 0.61% among 370,000; AID 743287;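 active = lowest replicate activation of at least 40%, so every replicate reaches that level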;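 also: 0% = median of neutral control wells and 100% = median of IBMX positive control wells; some compounds called inactive have numbers as strong as hits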
C2C12 statin: protects C2C12 myotubes from simvastatin toxicity. rescue of ATP level, % at 7.49 µM. hit rate 0.78% among 330,000. ATP luminescence, 48 h; scaled: DMSO 0, geranylgeraniol control 100;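 active = mean ATP rescue above about 67%, or every replicate alone reaching that limit, limit read from the data, passing the limit was not always enough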;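 also: myotubes were challenged with 10 µM simvastatin during compound exposure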
Cneo AK release: Cryptococcus neoformans lysis via adenylate kinase release; hit rate 0.2% among 360,000; lysis activity, % at 15 µM; C. neoformans lysis, adenylate kinase release luminescence, 4 h; normalised: neutral wells 0, clomiphene wells 100;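 active = mean lysis activity across replicates of at least 80%, whatever share of replicates individually reach that level; inactive = mean lysis activity below 80%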
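Material: C. neoformans cells; Schedule: 4 h static compound exposure, 37 °C, read 1 h post-reagent; Measured by: adenylate kinase release luminescence; Read-out: signal increase indicating cell lysis; Controls: Clomiphene as positive lysis control.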
* marks the source's active call; other numbers are inactive results; / = no result given; [ ] = another dose, or the depositor's remark. No enrichment for hits; any-hit rate near 2.1%.

[1] CC1C(c2ccccc2)N(C)C(c2ccccc2)CC1(O)c1ccc(F)cc1 (stereo not drawn)
[2] CC1CCC2(CC1)NC(=O)N(NC(=O)c1ccc(OC(C)C)cc1)C2=O (stereo not drawn)
[3] CN1C(=S)SC(C)(C)C1NO (stereo not drawn)
[4] Cc1ccccc1OCc1nc2ccccc2c(=O)n1/N=C/c1cccc([N+](=O)[O-])c1
[5] O=C(CCS(=O)(=O)c1ccccc1)N1CCN(c2ccccc2)CC1
[6] O=C(Cn1ncc(Cl)c(Cl)c1=O)Nc1ccc2c(c1)OCO2
[7] O=S(=O)(c1ccc(=S)[nH]c1)N1CCOCC1
[8] CNC(=S)N=Nc1c(O)[nH]c2ccc(C(C)C)cc12
[9] C[C@H](O)C#Cc1ccc2c(c1)O[C@H](CN(C)Cc1cccnc1)[C@@H](C)CN([C@H](C)CO)S2(=O)=O
[10] CCN(CC)c1ccc(C=Nc2cccc(S(=O)(=O)N3CCOCC3)c2)c(O)c1

entry no.,1,2,3,4,5,6,7,8,9,10
FN deposition inh,/,-2,-8,-1,/,3,2,-5,-7,-6
miR-122 sensor,6,5,-1,-2,/,-23,/,-2,6[16.7 µM],/
PGC1a acetyl inh,30,-8,9,/,/,5,/,10,-2,/
CFTR F508del cor,3.2,-0.6,/,/,0.4,-6.1,-0.4,/,-1.3,3.0
PglD DTNB,-1,4,-2,6,2,4,5,-8,-1,1
GSIS activator,-14,-5,7,-8,1,-5,16,12,11,7
C2C12 statin,-1,-41,-2,/,0,9,1,/,-5,-3
Cneo AK release,-1,0,-2,-2,0,-1,-1,6,1,-1

Reprinted at random: 2 records from the list
[6] O=C(Cn1ncc(Cl)c(Cl)c1=O)Nc1ccc2c(c1)OCO2
[5] O=C(CCS(=O)(=O)c1ccccc1)N1CCN(c2ccccc2)CC1

entry no.,6,5
FN deposition inh,3,/
miR-122 sensor,-23,/
PGC1a acetyl inh,5,/
CFTR F508del cor,-6.1,0.4
PglD DTNB,4,2
GSIS activator,-5,1
C2C12 statin,9,0
Cneo AK release,-1,0

(further entries)
[11] c1ccc(COCC2CCNCC2)cc1
[12] Cc1cc(NC(=O)Cn2cnc3sccc3c2=O)no1
[13] Cc1cc(C)n(CC(O)Cn2cnc3c2c(=O)n(C)c(=O)n3C)n1 (stereo not drawn)
[14] COCCCNCCCOc1ccc(C(C)(C)c2ccccc2)cc1
[15] CNC[C@H]1Oc2c(N)cccc2C(=O)N([C@H](C)CO)C[C@@H]1C
[16] CCCN(CCC)S(=O)(=O)c1ccc(C(=O)Nc2cccnc2)cc1
[17] O=C(C[C@H]1CC[C@H]2[C@@H](COC[C@@H](O)CN2C(=O)Nc2cccc(Cl)c2)O1)N1CCCCC1
[18] C[C@@H]1CN([C@@H](C)CO)C(=O)c2cc(C#CC3CCCC3)cnc2O[C@H]1CN(C)C(=O)c1ccncc1
[19] CCC(=O)c1cn([C@@H](CCC(OC)OC)CC(=O)OC(C)(C)C)cc1CC
[20] CCCCOc1ccc(C(=O)Nn2cnnc2)cc1

entry no.,11,12,13,14,15,16,17,18,19,20
FN deposition inh,2,12,5,3,-5,-1,-7,-16,-4,-3
miR-122 sensor,2,-2,-12,0,-5[16.7 µM],/,1[16.7 µM],6[16.7 µM],2,4
PGC1a acetyl inh,2,-7,13,-37,9,/,10,8,-18,8
CFTR F508del cor,2.9,1.5,/,/,-2.0,0.8,1.1,0.4,0.1,/
PglD DTNB,7,6,-5,0,3,0,2,5,2,-5
GSIS activator,2,/,/,-18,15,4,-22,-2,/,17
C2C12 statin,14,4,4,-18,-7,-12,19,-16,/,9
Cneo AK release,-2,4,3,-2,-2,2,-9,1,0,-2

Entries shown so far that have a Cl atom (2):
[6] O=C(Cn1ncc(Cl)c(Cl)c1=O)Nc1ccc2c(c1)OCO2
[17] O=C(C[C@H]1CC[C@H]2[C@@H](COC[C@@H](O)CN2C(=O)Nc2cccc(Cl)c2)O1)N1CCCCC1

entry no.,6,17
FN deposition inh,3,-7
miR-122 sensor,-23,1[16.7 µM]
PGC1a acetyl inh,5,10
CFTR F508del cor,-6.1,1.1
PglD DTNB,4,2
GSIS activator,-5,-22
C2C12 statin,9,19
Cneo AK release,-1,-9

Continuation:
[21] C/C(Cl)=C/Cn1c(SC(C)C)nc2c1c(=O)[nH]c(=O)n2C
[22] CCOc1ccccc1N1CCN(C(=O)c2ccccc2)CC1
[23] C[C@@H]1CN([C@@H](C)CO)C(=O)CCCn2cc(nn2)CO[C@H]1CN(C)C(=O)Nc1ccc(N2CCCCC2)cc1
[24] O=C1CC(Nc2cc(=O)[nH]c(=O)[nH]2)C(=O)N1c1ccccc1Cl (stereo not drawn)
[25] O=C(CSCc1ccc(Cl)cc1Cl)Nc1ccccc1C(=O)Nc1ccc(C(=O)O)cc1
[26] COc1ccc(OC)c(NS(=O)(=O)c2ccc(SC)cc2)c1
[27] Cc1nc2c(C)cccc2cc1C(=O)N/N=C/c1ccc(N(C)C)cc1
[28] COc1cccc(=O)c2c(C)n(CC(=O)c3ccccc3)c(C)c12
[29] NC(=O)/C(=C/c1ccco1)NC(=O)/C=C/c1ccccc1
[30] COc1ccccc1/C=C/C1(C(=O)NC2CCCC2)CC(=O)N1c1ccc(C)cc1 (stereo not drawn)

entry no.,21,22,23,24,25,26,27,28,29,30
FN deposition inh,/,-4,-1,-3,-4,/,/,1,2,-7
miR-122 sensor,2,12,1[16.7 µM],-7,-6,57,-1,1,0,27
PGC1a acetyl inh,3,4,-4,15,11,-33,4,-4,-3,2
CFTR F508del cor,/,/,2.0,-0.9,1.0,/,0.6,-0.3,/,/
PglD DTNB,-5,-3,1,11,/,4,2,-4,-2,-2
GSIS activator,/,/,-1,-2,-10,/,24,/,/,/
C2C12 statin,2,-3,0,4,-3,6,-43,13,-6,19
Cneo AK release,0,0,7,2,/,2,-1,1,-2,-1

Complete entries, quoted from the list. Values in the order: FN deposition inh	miR-122 sensor	PGC1a acetyl inh	CFTR F508del cor	PglD DTNB	GSIS activator	C2C12 statin	Cneo AK release
`COc1ccccc1/C=C/C1(C(=O)NC2CCCC2)CC(=O)N1c1ccc(C)cc1` (stereo not drawn) is entered as -7	27	2	/	-2	/	19	-1
`O=C(CSCc1ccc(Cl)cc1Cl)Nc1ccccc1C(=O)Nc1ccc(C(=O)O)cc1` is entered as -4	-6	11	1.0	/	-10	-3	/

More compounds.
[31] COc1cccc(Nc2ncnc3c2cnn3C)c1
[32] O=C(O)/C=C/C(=O)Nc1ccccc1SC(F)(F)F
[33] N#CCCN(Cc1ccccc1)C(=O)Nc1ccccc1
[34] CC(=O)CC1(O)C(=O)N(Cc2ccccc2)c2ccccc21 (stereo not drawn)
[35] COc1nc(NC2OC(CO)C(O)C(O)C2O)c(N)c(=O)[nH]1 (stereo not drawn)
[36] O=C(C[C@H]1CC[C@@H](NS(=O)(=O)c2ccccc2)[C@@H](CO)O1)NCCN1CCCCC1
[37] Cc1cc(S(=O)(=O)N(Cc2ccccc2F)C2CC2)ccc1-n1cnnn1
[38] O=S(=O)(Cc1ccccc1)NCC1CCCN(Cc2ccc(F)c(F)c2)C1 (stereo not drawn)
[39] COc1ccc(CNC(=O)C[C@@H]2C[C@@H]3c4cc(NC(=O)C5CCC5)ccc4O[C@@H]3[C@@H](CO)O2)cc1
[40] COc1ccc(NC(=O)Nc2ccc3c(c2)C(=O)N([C@@H](C)CO)C[C@H](C)[C@H](CN(C)Cc2ccncc2)OCCCC[C@@H](C)O3)cc1

entry no.,31,32,33,34,35,36,37,38,39,40
FN deposition inh,/,8,-5,8,/,/,4,-4,-8,/
miR-122 sensor,0,-3,-6,-3,-6,/,143*,4,2[16.7 µM],6[16.7 µM]
PGC1a acetyl inh,4,13,-2,2,/,-5,-25,-2,-3,0
CFTR F508del cor,2.6,/,2.6,/,0.8,-1.1,1.0,0.2,0.4,0.6
PglD DTNB,-2,1,3,-1,/,2,/,1,-1,-3
GSIS activator,16,9,/,/,-4,13,-14,-5,-1,-11
C2C12 statin,-3,/,14,10,16,7,-2,8,-2,/
Cneo AK release,-6,4,-2,-1,/,-9,0,0,4,-3

[41] CC(=O)c1cc2c(ccc3ccccc32)oc1=O
[42] C[C@@H]1CN([C@H](C)CO)C(=O)c2cc(NS(=O)(=O)c3cccs3)ccc2O[C@H]1CN(C)CC1CC1
[43] Cn1c(=O)[nH]c(=O)c2c1nc(Br)n2CCCCSc1nc2ccccc2o1
[44] C[C@H](CO)N1C[C@H](C)[C@H](CN(C)Cc2ccc(Oc3ccccc3)cc2)Oc2c(NS(C)(=O)=O)cccc2C1=O
[45] Cc1cc(C(=O)Nc2ccccn2)no1
[46] C[C@H](CO)N1C[C@H](C)[C@H](CN(C)C(=O)C2CCC2)Oc2ncc(C#Cc3ccccc3F)cc2C1=O
[47] CO[C@@H]1CN(C)C(=O)c2cc(NC(=O)Nc3cc(Cl)cc(Cl)c3)ccc2OC[C@@H](C)NC[C@@H]1C
[48] CCCCn1c(N)c(N(CC(C)C)C(=O)c2oc3ccc(OC)cc3c2C)c(=O)[nH]c1=O
[49] COCCN1C(=O)C(=O)/C(=C(/O)c2ccc(S(=O)(=O)N3CCCCC3)cc2)C1c1ccc(O)c(OC)c1 (stereo not drawn)
[50] O=C(CSc1nnc(-c2ccncc2)n1CC1CCCO1)NCc1ccccc1 (stereo not drawn)

entry no.,41,42,43,44,45,46,47,48,49,50
FN deposition inh,1,-18,/,/,/,/,-21,-2,-5,/
miR-122 sensor,1,-2[16.7 µM],4,8[16.7 µM],-4,35[16.7 µM],-25[16.7 µM],/,-2,-2
PGC1a acetyl inh,31,0,1,-6,6,0,1,/,0,11
CFTR F508del cor,0.7,-0.3,0.6,3.7,1.0,-1.5,0.0,-1.2,-2.1,/
PglD DTNB,-7,1,/,0,-2,4,/,/,-7,-6
GSIS activator,-1,10,-47,-10,/,-20,-12,21,-5,1
C2C12 statin,-5,-15,-1,4,22,-22,-121,21,20,22
Cneo AK release,1,4,/,0,0,0,/,/,6,1

[51] C[C@@H]1CN([C@@H](C)CO)C(=O)c2c(c3ccccc3n2C)-c2ccccc2CO[C@@H]1CN(C)Cc1ccncc1
[52] Cc1ccc(NC(=S)NCC2CCCO2)c(OC(F)F)c1 (stereo not drawn)
[53] COc1cccc(CN=CC2=C(O)CC(C)(C)CC2=O)c1OC
[54] COc1ccc(-c2c(C#Cc3ccsc3)c3cc(-c4ccc(C(N)=O)cc4)ccc3n2C)cc1
[55] Cc1cc(OCC(=O)N2CCc3ccccc3C2)c2c(-c3ccccc3)cc(=O)oc2c1
[56] c1ccc(CCn2nnnc2CN2CCc3ccccc32)cc1
[57] CCCN(C)C[C@@H]1Oc2cc(C#CC3(O)CCCC3)ccc2S(=O)(=O)N([C@H](C)CO)C[C@@H]1C
[58] CC(C)(C)OC(=O)N1CCC(CNC(=O)c2ccccc2)CC1
[59] Cc1ccc(Cl)cc1NC(=O)Cn1cc2c(n1)CCCC2
[60] O=S1(=O)CCN(Cc2ccccc2C(F)(F)F)CC1

entry no.,51,52,53,54,55,56,57,58,59,60
FN deposition inh,1,/,/,20,-2,/,/,-6,-2,3
miR-122 sensor,/,-6,/,-5,2,12,-5[16.7 µM],0,/,0
PGC1a acetyl inh,-2,5,-8,2,-24,6,-19,1,/,/
CFTR F508del cor,2.9,/,-1.7,0.3,/,/,-0.8,0.7,3.4,-1.1
PglD DTNB,-2,-1,7,-3,-2,4,-1,-1,0,/
GSIS activator,-17,-1,13,3,/,/,-5,-3,-13,13
C2C12 statin,-5,-10,-7,-31,11,10,1,/,0,3
Cneo AK release,2,-1,-1,-3,0,-2,-1,0,7,/
